Screens deposited in PubChem BioAssay by IUPUI and University of Michigan.
ST2 IL33 inh – IL1RL1 inhibition; AlphaLISA ST2-Fc/biotin-IL-33 interaction, 1 h; inhibition, % for hits at 17 µM; 78,000 compounds, 2.3% hits; AID 1259354; in the data active = inhibition above about 30%; inconclusive = mostly about 10% to 28%
Target sequence (Q01638 whole entry, looked up): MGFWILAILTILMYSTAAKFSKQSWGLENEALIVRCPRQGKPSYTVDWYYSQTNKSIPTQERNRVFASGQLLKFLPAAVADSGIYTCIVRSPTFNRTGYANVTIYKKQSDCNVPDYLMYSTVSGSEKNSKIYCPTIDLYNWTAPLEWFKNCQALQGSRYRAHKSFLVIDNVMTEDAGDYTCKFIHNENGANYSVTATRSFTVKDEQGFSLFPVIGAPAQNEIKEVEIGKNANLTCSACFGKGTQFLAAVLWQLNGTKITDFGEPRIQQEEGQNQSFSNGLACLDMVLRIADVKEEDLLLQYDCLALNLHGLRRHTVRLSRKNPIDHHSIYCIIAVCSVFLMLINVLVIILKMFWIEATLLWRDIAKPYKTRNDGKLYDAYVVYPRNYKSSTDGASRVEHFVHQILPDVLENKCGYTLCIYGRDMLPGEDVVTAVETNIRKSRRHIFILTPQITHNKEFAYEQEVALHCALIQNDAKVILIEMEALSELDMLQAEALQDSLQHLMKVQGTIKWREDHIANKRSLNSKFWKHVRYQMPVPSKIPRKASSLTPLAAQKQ
The depositor's hits bear a star; i = inactive; ? = inconclusive. Some of the compounds tested, so the mix of outcomes need not match the whole.

SMILES	ST2 IL33 inh
Cc1cc(C)c(S(=O)(=O)N2CCN(c3ccccn3)CC2)c(C)c1	?
C#CCN(C)C(=O)c1cc(C)c(C)c(S(N)(=O)=O)c1	?
O=C(Nc1ccc([N+](=O)[O-])cc1Br)C1CC1(c1ccccc1)c1ccccc1 (centres undefined)	i
CC[C@H]1CN(C(=O)c2ccc(F)cc2)CC[C@H]1CC(=O)NCc1ccccc1	?
Cc1cccc(-n2c(-c3ccc(Cl)cc3)cn3c4c(=O)n(C)c(=O)n(C)c4nc23)c1	i
CCOc1ccc(NC(=O)C(=O)NCCN2CCOCC2)cc1	i
O=C1CSC2=NCN(c3cccc(Br)c3)CN12	?
CCCCN(CC)CC(=O)N1CCCc2c1c(=O)oc1ccc(O)cc21	i
N#Cc1ccc(-c2csc(NC(=O)c3cc(=O)c4ccccc4o3)n2)cc1	i
Cc1nc2nc(SCC(=O)NC(C)(C)C)nn2c(C)c1Cc1ccc(Cl)cc1	i
COc1ccc(F)c(-c2nc(OC)cc(OC)n2)c1	?
Cc1nnc(NC(=O)CSc2cn(Cc3ccc(F)cc3)c3ccccc23)s1	?
CCOc1ccc(C(=O)N2CC3(CCNCC3)CC2C(=O)O)cc1OCC (centres undefined)	i
COc1ccc(Cl)cc1NC(=O)CN(c1ccccc1)S(=O)(=O)N(C)C	?
Cc1ccccc1Cn1c(NCc2ccco2)nc2c1c(=O)n(C)c(=O)n2C	i
O=C(NCc1ccc2c(c1)OCO2)c1ccc2c(c1)N(Cc1ccc(F)cc1)C(=O)CS2	?
COC(=O)C(NC(=O)N1CCN(Cc2nc3cccnc3n2-c2cccc(C)c2)CC1)c1ccccc1 (centres undefined)	i
CCC(C)NC(=O)C1c2cc(OC)c(OC)cc2C(=O)N(C)C1c1ccc(OC)cc1 (centres undefined)	i
COc1cc(OC)c(NC(=O)CNC(=O)Cn2c(C)cc3ccccc3c2=O)cc1Cl	?
CCOCCSC1=C(C#N)C(c2ccccc2)C(C(C)=O)=C(C)N1 (centres undefined)	i
C[C@@H](C(=O)N1C[C@H]2C[C@H](O)[C@H](O)C[C@H]2C1)c1ccccc1	?
CN(Cc1noc(-c2ccccc2)n1)C(=O)CCNC(=O)c1ccccc1F	i
O=C(CNS(=O)(=O)c1cccs1)NCc1cccnc1	79%*
O=C1CN(C(=O)COc2ccc(Br)cc2)c2ccccc2N1	i
COc1ccc(CN2CCC(N3CCCCC3)CC2)cc1	i

Carrying on.
SMILES	ST2 IL33 inh
CCCCNC(=O)Cn1cnc2sc(C)c(S(=O)(=O)N3CC(C)CC(C)C3)c2c1=O (centres undefined)	i
Cc1cccc(-c2nc3sc4c(c3c(=O)[nH]2)CCCC4)c1	?
CCN(CC)C(=O)Cn1cnc2sc(C(=O)Nc3cccc(C(F)(F)F)c3)c(C)c2c1=O	i
COc1cc(C2Nc3ccccc3-c3nc4ccccc4n32)cc(OC)c1OC (centres undefined)	i
CC(C)NC(=O)C(Cc1ccccc1)NS(=O)(=O)c1cccs1 (centres undefined)	i
CCN(CC1CCCN(CCc2cccc(F)c2)C1)C(=O)C1=NN(C)C(=O)CC1 (centres undefined)	i
CN(C)c1ccc(-c2nnc3c(n2)c(=O)n(C)c(=O)n3C)cc1	i
Cn1c(=O)nc2n(-c3cccc(Cl)c3)c3ccccc3cc-2c1=O	?
CCCN1CCN(C(=O)CN2C(=O)C3CCCCN3c3ccc(C(=O)N(C)C)cc32)CC1 (centres undefined)	i
COc1cccc(C(=O)Nc2nnc(-c3ccccc3)s2)c1	i
O=C1NCC2(CCCN(C(=O)CCc3c[nH]c4ccccc34)CC2)O1 (centres undefined)	i
O=C(CCSc1ccccc1)NC1CCCC1	i
Cc1ccc2nc(N3CCC(C(=O)NCCc4cccc(F)c4)CC3)nc(C)c2c1	i
CCOC(=O)c1c(NC(=O)CSc2cn(C)c3ccccc23)sc2c1CCCC2	i
O=C(O)C[C@@H]1CCN(C(=O)c2ccc(C(F)(F)F)cc2)C[C@@H]1CCN1CCN(c2cccc(C(F)(F)F)c2)CC1	?
CC(NC(=O)c1ccccc1)C(O)c1ccccc1 (centres undefined)	i
NS(=O)(=O)c1ccc(N=Cc2ccc(Br)cc2)cc1	i
CCNC(=O)c1ccc(N2CCN(Cc3nccn3C(C)C)CC2)nc1	i
Cc1c(C=O)c2ccccc2n1CC(=O)NCc1cccs1	i
Cc1nc(-c2cccc(-c3n[nH]c(CCc4ccccc4)n3)c2)no1	?
CCCc1nnc(C[C@@H]2C[C@@H](C(C)C)[C@H](CNc3cccnc3)C=C2C)o1	i
COc1cccc(C2Oc3ccccc3C3CC(c4cccs4)=NN32)c1O (centres undefined)	?
CCN(CC)C(=O)C1=C(C)Nc2nc3ccccc3n2C1c1cccc(Cl)c1 (centres undefined)	i
Cc1c(Cl)cccc1NS(=O)(=O)c1ccc(NS(C)(=O)=O)cc1	i
CCOc1ccc2nc(N3CCc4ccccc4C3)sc2c1	i

Two records drawn at random from the list so far, as already listed:
SMILES	ST2 IL33 inh
COC(=O)C(NC(=O)N1CCN(Cc2nc3cccnc3n2-c2cccc(C)c2)CC1)c1ccccc1 (centres undefined)	i
COc1cc(C2Nc3ccccc3-c3nc4ccccc4n32)cc(OC)c1OC (centres undefined)	i

New compounds follow
SMILES	ST2 IL33 inh
Cc1noc(NS(=O)(=O)c2ccc(NC(=O)COc3ccc(Cl)cc3)cc2)c1C	i
COc1cc(CN2CCN(Cc3cccc4nonc34)CC2CCO)cc(OC)c1 (centres undefined)	i
COC(=O)c1ccc(Nc2nnc(Cc3ccc(OC)cc3)c(=O)[nH]2)cc1	i
C=CCn1c(SCc2ccc(C(=O)O)cc2)nnc1-c1cccc(OC)c1	i
CCCOC(=O)C1C2C=CC3(CN(C(c4ccccc4)c4ccccc4)C(=O)C13)O2 (centres undefined)	i
O=C(Nc1ccccc1)c1cccc(I)c1	i
O=C(Nc1nnc(N=Cc2ccc(F)cc2)s1)c1ccc(Cl)cc1	i
CCc1c(C)nn(CC(=O)NCc2cnn3ccccc23)c1C	i
CCOC(=O)C1C(=O)C=C(c2cccs2)CC1c1cc(OC)ccc1OC (centres undefined)	?
O=C(Nc1ccc2c(c1)oc1ccccc12)c1ccc([N+](=O)[O-])o1	i
Cc1ccccc1-n1c2nc(=O)[nH]c(=O)c-2cc2c(Cl)cccc21	i
COc1ccc(C2Nc3ccc4ncccc4c3C3=C2C(=O)CCC3)cc1 (centres undefined)	i
O=C(c1cccnc1-c1ccc2c(c1)OCCO2)N1CCCC1	i
O=C(COc1ccc(Cl)cc1)N1CCN=C1SCc1cccnc1	i
CC(c1ccc(-c2ccc3nc[nH]c3c2)cc1)N1CCOCC1 (centres undefined)	?
CC(Cc1ccc(F)cc1)N1CCN(c2ccccc2)CC1 (centres undefined)	?
CC(C)C(=O)c1c(C(C)C)nn2ccccc12	?
CCCCN(C)Cc1ccc([N+](=O)[O-])cc1	i
NCCNC(=O)c1ccc(Cl)cc1	i
Cc1nc(CN(C)Cc2cccn2S(=O)(=O)c2ccccc2)no1	i
CCCNC(=O)c1ccc(Cn2c(=O)c3cc(OC)c(OC)cc3n(CC(=O)N(CC)CC)c2=O)cc1	i
CCCCc1ncc(CN2CCCC(CNS(=O)(=O)c3ccc(OC)cc3)C2)[nH]1 (centres undefined)	?
COc1ccc(Cl)cc1NC(=O)c1nn(-c2ccc(Cl)cc2)c(=O)c2ccccc12	i
Cc1cc(Cl)ccc1NC(=O)c1cccnc1	i
O=C(Nc1c(-c2ccc(F)cc2)nc2ccccn12)C1CC1	i

The results go on.
SMILES	ST2 IL33 inh
COc1ccc(/C=C2\SC(N3CCN(C)CC3)=NC2=O)c(OC)c1	?
NC(=O)C(=O)NCCC1CN(Cc2ccc3occc3c2)CCO1 (centres undefined)	?
CC1=NN(c2ccc(C(=O)O)cc2)C(=O)/C1=C\c1ccc(Br)cc1	i
COc1ccc(CSc2nc3ccccc3[nH]2)cc1	i
COc1cccc(-c2ccccc2NC(=O)C2CCN(Cc3cccc(C(C)=O)c3)CC2)c1	i
O=C(Nc1c(-c2ccccc2)nc2ccccn12)c1c(F)cccc1F	i
Cc1ccc(C)c(OCC(=O)Nc2cccc(C)n2)c1	i
C=CCN1C(=O)C(=O)C(=C(O)c2ccc(OC)cc2)C1c1ccc(F)cc1 (centres undefined)	i
CC(=O)N1N=C(c2cccc([N+](=O)[O-])c2)OC1c1ccc2c(c1)OCO2 (centres undefined)	i
CO[C@H]1COC[C@@H]1NC(=O)C1(Oc2ccc(Cl)cc2)CCNCC1	i
O=C1CC(c2cccs2)CC2=C1C(c1c(F)cccc1Cl)Nc1ccccc1N2 (centres undefined)	i
Cc1cc(C(=O)Nc2sc3c(c2C(N)=O)CCCC3)no1	i
O=C(CCCN1C(=O)c2ccccc2C1=O)NC12C[C@@H]3C[C@@H](CC(O)(C3)C1)C2	i
CCn1ccc(C(=O)N2CCC(O)(CN(C)C)C2)cc1=O (centres undefined)	i
Cc1ccc(C2CC(c3cccc(Br)c3)n3nc(N)nc3N2)cc1 (centres undefined)	i
Cc1ccc(NC(=O)N2Cc3[nH]cnc3C[C@H]2c2nc(-c3cccc(C)c3)no2)cc1	i
COc1ccc2nc(C3=C(O)c4ccccc4C3=O)sc2c1	?
CN(CC(=O)N1CCN(c2ccc(Cl)cc2)CC1)S(=O)(=O)c1ccc2c(c1)CCC(=O)N2	i
COc1ccc2[nH]c(C(=O)N3CC(c4cccnc4)C3)c(C)c2c1	?
CC(C)Oc1cccc(C(=O)C2CCCN(Cc3ccc(C#CC(C)(C)O)s3)C2)c1 (centres undefined)	i
CC(C)CCNC(=O)c1ccccc1[N+](=O)[O-]	i
O=C(NCc1ccccc1)C(Cc1ccccc1)N1C(=O)c2ccccc2C1=O (centres undefined)	i
CCc1cccc(NC(=O)CN2CCCN(Cc3ccc(OC)cc3)S2(=O)=O)c1	i
Cc1cccc(-c2cnc(C)nc2C2CCCN(C(=O)c3ccc(Oc4ccccc4)o3)C2)c1 (centres undefined)	?
CC(=O)c1cc2c(cc1[N+](=O)[O-])OCCO2	i

Among those listed so far, 2 have a cyano group:
SMILES	ST2 IL33 inh
N#Cc1ccc(-c2csc(NC(=O)c3cc(=O)c4ccccc4o3)n2)cc1	i
CCOCCSC1=C(C#N)C(c2ccccc2)C(C(C)=O)=C(C)N1 (centres undefined)	i

The listing continues:
SMILES	ST2 IL33 inh
O=C(Nc1nc2c(s1)CCCC2)c1cccc(Cl)c1	i
O=C(O)CN1C(=O)C2(OCCCO2)c2ccccc21	i
COc1cc(NS(=O)(=O)c2ccc3[nH]c(=O)oc3c2)cc(OC)c1	i
COc1ccc(CNCCC2CCOC(C)(C)C2)cc1 (centres undefined)	i
CCOC(=O)CCNC(=O)N1CCC(Cc2nncn2C)CC1	?
O=C(c1cccnc1)N1CCc2ccccc2C1	i
Cc1cccc(NC(=O)c2ccc(=O)n(Cc3cccc(F)c3)c2)c1	i
O=C(CSCC(=O)c1ccc2c(c1)Cc1ccccc1-2)Nc1ccccc1	i
Cc1ccc(OCC2CCCN(C(=O)c3c(O)cccc3O)C2)cc1 (centres undefined)	i
Cc1nc2c(c(N(C)C)n1)CCN(C(=O)c1ccc(N)nc1)C2	i
CC(C)NC(=O)C1CCN(c2ccc(-c3cccs3)nn2)CC1	i
Cc1ccn2c(=O)cc(COc3cccc(NC(=O)COc4ccc(F)cc4)c3)nc2c1	?
CCCn1nccc1C(=O)N1C[C@H]2C[C@H](O)[C@H](O)C[C@H]2C1	i
Cn1c(=O)c2c(SCc3ccc(F)cc3)nc(-c3ccc(F)cc3)nc2n(C)c1=O	i
COc1cc(NC(=O)c2ccccc2)c(OC)cc1NC(=O)CC(=O)c1ccccc1	?
COc1ccc2nc3oc(C(=O)NCc4ccccn4)cc3cc2c1	i
CN(C)c1ccc(-c2nc3cnccn3c2Nc2ccc3c(c2)OCCO3)cc1	?
COc1ccc(Br)cc1C1C(C#N)=C(N)OC2=C1C(=O)CC(C)(C)C2 (centres undefined)	i
Cc1cccc(C2=N/C(=C\c3ccc(Br)cc3)C(=O)O2)c1	i
COc1ccc(C)cc1S(=O)(=O)n1c(C)nc2ccccc21	i
Cc1ccc(Oc2ccc(C(F)(F)F)cc2NC(=O)c2cccnc2)cc1	i
Cc1cc(NC(=O)c2c(F)cccc2F)nc2c1c(=O)oc1ccccc12	i
O=C(CCc1nc(-c2ccccc2F)no1)Nc1cccnc1	i
Cc1sc2[nH]c(=O)n(-c3ccc(F)cc3)c(=O)c2c1C	i
CC(C)c1ccc(C(=O)N2CCN(c3ccc(Cl)cc3)CC2)cc1	i

Seven entries out of the list, sorted by count of non-hydrogen atoms, descending:
SMILES	ST2 IL33 inh
Cc1cccc(-c2cnc(C)nc2C2CCCN(C(=O)c3ccc(Oc4ccccc4)o3)C2)c1 (centres undefined)	?
Cc1nc2nc(SCC(=O)NC(C)(C)C)nn2c(C)c1Cc1ccc(Cl)cc1	i
CCOC(=O)C1C(=O)C=C(c2cccs2)CC1c1cc(OC)ccc1OC (centres undefined)	?
CCCn1nccc1C(=O)N1C[C@H]2C[C@H](O)[C@H](O)C[C@H]2C1	i
O=C(CNS(=O)(=O)c1cccs1)NCc1cccnc1	79%*
O=C(c1cccnc1)N1CCc2ccccc2C1	i
O=C(Nc1ccccc1)c1cccc(I)c1	i

The list continues.
SMILES	ST2 IL33 inh
CN(Cc1ccccc1)Cc1cn([C@H]2CO[C@H]3[C@@H]2OC[C@@H]3NC(=O)NC2CCCCC2)nn1	i
COc1ccc(C(=O)Nc2ccccc2Br)cc1OC	i
COc1ccc(N2CCN(C(=O)c3ccc(C#Cc4ccccc4)cc3)CC2)cc1	?
Cc1ccc(C(=O)NCc2ccccc2Cl)cc1C	i
CC1(C(=O)N2CCCC(c3[nH]ncc3Cc3ccccc3)C2)CCNCC1 (centres undefined)	?
COC(=O)C1=C(C)Nc2ncnn2C1c1ccc(OC)c(OC)c1 (centres undefined)	?
CC1=C(C(=O)Nc2ccccn2)C(c2ccc(C)cc2)C2=C(CCCC2=O)N1 (centres undefined)	i
CCN(CC)c1ccc2cc(C(=O)Nc3ccccc3C)c(=O)oc2c1	?
